TCR act: activators of T cell receptors. primary human leukocytes, anti-CD3, IL-2 HTRF, 48 h. Potency, µM (doses to about 9.22 µM), for the others: top-dose activation of IL-2 secretion, most hits filed as activators. 330,000 tested, under 10 active. AID 504894; further: % of control where 0% means no effect
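Primary human leukocytes incubated 48 hr with anti-CD3 beads plus compound, without co-stimulation. Secreted IL-2 measured by HTRF (europium cryptate/d2 anti-IL-2 pair, 320 nm excitation, 665 nm emission).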
MBNL1-CUG inh: inhibitors of human MBNL1 binding to CUG repeat RNA | TR-FRET MBNL1-His/biotin-(CUG)12 binding, 665/545 ratio | 0.036% of 280,000 active | Q9NR56 | Potency, µM (titrated, usually from 57.5 µM), for the others: at the highest dose activity change, negative = inhibition, hits mostly inhibitors; active means well fitted inhibition curve with a large enough effect in the signal ratio, with a control signal flat, not every such curve was filed as active; inconclusive means small, poorly fitted or top-dose-only effect, or effect the other way, or a change in a side signal; inactive means no such curve, though single readings can be large or run the other way; the % refers to the signal ratio; further: potency means the concentration at half of the fitted maximal effect; on the % scale 0 is the no-effect control and ±100 the full control effect
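Ratiometric TR-FRET (665 over 545 nm, excitation 340 nm) tracks disruption of MBNL1-His/biotin-(CUG)12 complex after 60 min at room temperature, with compounds at 92 nM to 58 uM final.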
Mito fusion act: mitochondrial division inhibition or fusion activation; 0.23% of 320,000 active; Potency, µM (top dose mostly 46.1 µM), without a hit: top-dose growth rescue (activation), most hits filed as activators; S. cerevisiae fusion-defective mutant growth rescue, CellTiterGlo 48 h;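 further: potency means the concentration at half of the fitted maximal effect; % of control where 0% means no effect; nearly all actives have a fitted effect of over 45% in size; temperature-sensitive fusion mutants such as fzo1-1 at 37 °C on non-fermentable ethanol glycerol medium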
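Read-out: ATP-based luminescence (CellTiterGlo, 10 min ambient) reporting growth of fusion-defective ts yeast after 48 hours at 37C on glycerol/ethanol YPEG medium in the presence of compound.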
A-T KAP1 phos: candidate therapy for ataxia-telangiectasia; […] A-T fibroblasts, KAP-1 phosphorylation AlphaLISA; neocarzinostatin DNA damage 30 min before lysis; Potency, µM (highest dose often 57.5 µM), for inactives: at the top dose activation, most hits filed as activators; AID 485349; 0.19% of 320,000 active; further: potency means the concentration at half of the fitted maximal effect; % of control where 0% means no effect; nearly all actives have a fitted effect of over 45% in size
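hTERT-immortalized A-T patient fibroblasts ([…]), 500 cells/well in OPTI-MEM, 1% FBS, got compounds for 60 min, then NCS for 30 min at 37C. Lysates were then assayed for phospho-KAP-1 by AlphaLISA (anti-pKAP1 donor, anti-KAP1 acceptor beads), 6 hr at 25C.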
CXXC DNA block: MLL CXXC-DNA interaction inhibition. AID 2662. 0.037% of 290,000 active. MLL-CXXC / FITC-HOXA9 DNA fluorescence polarization. Potency, µM (top dose mostly 115 µM), for inactives: at the top dose activity change, negative = inhibition, usual class: inhibitors. Q03164; active means well fitted inhibition curve with a large enough effect in the polarisation, with a control signal flat, not every such curve was filed as active; inconclusive means small, poorly fitted or top-dose-only effect, or effect the other way, or a change in a side signal; inactive means no such curve, though single readings can be large or run the other way; the % refers to the polarisation; further: potency means the concentration at half of the fitted maximal effect
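Fluorescence polarization: 7 uM MLL-CXXC (stock) preincubated 5 min with compounds, then 50 nM fluorescein-HOX-A9 DNA (stock) added; 30 min ambient. Buffer 50 mM Tris-HCl pH 7.5, 50 mM NaCl, 1 mM DTT, 0.05% BSA.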
ASM inhibitor: blocks human secretory acid sphingomyelinase; AID 504937; P17405; Potency, µM (highest dose often 57.5 µM), for the others: at the highest dose activity change, negative = inhibition, most hits filed as inhibitors; placental ASM, HMU-PC fluorogenic substrate, 60 min; 0.006% of 340,000 active; further: potency means the concentration at half of the fitted maximal effect
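HMU-PC0 cleavage (9 uM final) by human placental ASM, 60 min at 37 °C following 10 min compound exposure at RT; stopped at pH 10, fluorescence Ex 386/Em 447 nm.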
Menin-MLL TR inh: displaces Texas Red mutant MLL peptide from human menin | 0.23% of 270,000 active | O00255 | Potency, µM (doses to about 61.6 µM), for inactives: at the highest dose FP activity change, negative = inhibition, hits mostly inhibitors | Menin + Texas Red MLL mutant peptide, fluorescence polarization; active means well fitted inhibition curve with a large enough effect in the polarisation, with a control signal flat, not every such curve was filed as active; inconclusive means small, poorly fitted or top-dose-only effect, or effect the other way, or a change in a side signal; inactive means no such curve, though single readings can be large or run the other way; the % refers to the polarisation; further: potency means the concentration at half of the fitted maximal effect; % of control where 0% means no effect; many of its hits are not listed in these tables
a7 integrin act: integrin-mediated muscular dystrophy alleviation activation; alpha7betagal myoblasts, beta-gal FDG fluorescence, 48 h; Potency, µM (series often up to 38.3 µM), without a hit: at the top dose activation, most hits filed as activators; 0.064% of 350,000 active; AID 624291;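 further: potency means the concentration at half of the fitted maximal effect; 100% = response of the positive control SU9516; nearly all actives have a fitted effect of over 60% in size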
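alpha7betagal+/- myoblasts (passage 13, 250/well) treated 48 h at 37C with compounds at 1:260 dilution of DMSO stock. Lysed, then beta-galactosidase activity read as FDG fluorescence (ex 480/em 540) after 30 min, with pre-read for autofluorescence.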
TSHR antag: blocks TSH signaling through the human TSH receptor; P16473; TSHR-expressing cells, TSH-stimulated cAMP HTRF, 2 h; stronger effect = lower value; activity change, negative = inhibition, % at 11.5 µM; 0.2% of 330,000 active;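 active means activity change below a set negative limit, meaning inhibition stronger than a set level, cut at about -70% in these data; inconclusive means activity change between two set negative limits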; further: on the % scale 0 is the no-effect control and ±100 the full control effect
Target sequence (P16473 whole entry, looked up): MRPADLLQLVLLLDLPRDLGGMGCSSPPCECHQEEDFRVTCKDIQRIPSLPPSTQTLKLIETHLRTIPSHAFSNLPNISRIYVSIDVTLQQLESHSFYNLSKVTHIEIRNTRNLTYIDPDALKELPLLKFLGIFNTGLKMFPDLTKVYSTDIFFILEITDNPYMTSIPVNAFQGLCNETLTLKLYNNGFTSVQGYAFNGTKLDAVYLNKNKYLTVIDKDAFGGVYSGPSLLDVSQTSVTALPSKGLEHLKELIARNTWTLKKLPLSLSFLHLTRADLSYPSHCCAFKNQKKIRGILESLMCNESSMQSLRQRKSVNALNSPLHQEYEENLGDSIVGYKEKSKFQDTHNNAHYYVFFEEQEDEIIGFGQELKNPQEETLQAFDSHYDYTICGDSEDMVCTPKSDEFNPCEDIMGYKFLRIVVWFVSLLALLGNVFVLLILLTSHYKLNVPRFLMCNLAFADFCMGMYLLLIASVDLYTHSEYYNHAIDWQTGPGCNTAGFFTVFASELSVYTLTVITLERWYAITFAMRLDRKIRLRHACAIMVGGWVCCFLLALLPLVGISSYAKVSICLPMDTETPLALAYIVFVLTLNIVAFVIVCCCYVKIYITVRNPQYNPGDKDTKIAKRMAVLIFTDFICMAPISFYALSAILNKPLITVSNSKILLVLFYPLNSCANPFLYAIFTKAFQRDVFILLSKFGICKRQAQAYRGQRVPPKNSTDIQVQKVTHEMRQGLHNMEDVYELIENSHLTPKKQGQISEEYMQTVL
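Cell-based HTRF cAMP assay; TSHR cells + compound, TSH EC80 (4nM final), 2 h, 37 deg C. Lysis with anti-cAMP cryptate and cAMP-d2, 30 min RT, read 665/620 nm.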
TSG101-PTAP inh: blocks PTAP/TSG101 interaction to inhibit HIV-1 budding. AID 493005. Q99816. 340,000 tested, under 10 active. Fluorescence polarization, FITC-PTAP peptide / Tsg101 binding. Potency, µM (highest dose often 115 µM), for inactives: at the top dose activity change, negative = inhibition, usual class: inhibitors; active means well fitted inhibition curve with a large enough effect in the main read-out, with a control signal flat, not every such curve was filed as active; inconclusive means small, poorly fitted or top-dose-only effect, or effect the other way, or a change in a side signal; inactive means no such curve, though single readings can be large or run the other way; further: potency means the concentration at half of the fitted maximal effect; % of control where 0% means no effect
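Tsg101 binding domain (10 uM final) was mixed with compound and a FITC-labeled PTAP peptide (50 nM final) in HEPES pH 7.5 buffer with NaCl, Tween 20, EDTA and TCEP; fluorescence polarization was read after 20 min at r.t.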
An asterisk follows results filed as active; ? = inconclusive; . = not tested or not shown; [ ] = another dose, or the depositor's remark. Unless noted, the call rests on the fitted dose curve; in most records, active means well fitted curve in the direction sought with a large enough effect; inconclusive means small, poorly fitted or top-dose-only effect, or another doubt; inactive means no such curve, though single readings can be large; an effect the other way counts as inactive or inconclusive. Not all compounds are listed (hit frequency here may not be typical).

SMILES	TCR act	MBNL1-CUG inh	Mito fusion act	A-T KAP1 phos	CXXC DNA block	ASM inhibitor	Menin-MLL TR inh	a7 integrin act	TSHR antag	TSG101-PTAP inh
CC1(C)CN(c2ccccc2)N(C(=O)c2ccc(F)cc2)C1=O	.	-9%	5%	-1%	3%	2%	.	1%[7.66 µM]	19	-4%
Cc1ccc(N(C)C(=O)c2ccc3c(Cl)c4c(nc3c2)CCC4)cc1C	-2%	-5%	?	16%	8%	-18%	-3%	-34%	2	-7%
COC(=O)c1ccc(NC(=O)CCN2C(=O)C3C4CCC(C4)C3C2=O)cc1 (centres undefined)	0%	2%	2%	9%	29%	7%	-6%	-5%	-6	-3%
C=CCN1C(=O)[C@H]2CCC=C[C@H]2[C@@H]1c1cccc(C)c1	1%[46.1 µM]	.	.	16%	.	3%	.	12%	9	-3%
COc1ccc(CCNC(=O)COC(=O)C2COc3ccccc3O2)cc1 (centres undefined)	0%	.	5%	15%	.	-1%	.	24%	1	-3%
NC(=O)C(c1ncc(C(F)(F)F)cc1Cl)c1c(Cl)cccc1Cl (centres undefined)	-1%	2%	1%	-8%	-2%	2%	.	-1%	10	-5%
COC(=O)/C(=N\OCc1ccc(C#N)cc1)c1c(C)nn(C)c1C	-4%	-1%	1%	4%	-11%	-1%[11.5 µM]	-10%	6%	2	2%
c1ccc(CN2CCN(CCCNc3ccc4nnc(-c5ccccc5)n4n3)CC2)cc1	-4%[46.1 µM]	0%	-2%	-2%	23%	0%	-18%	-30%	14	-3%
O=C1N=C(N2CCN(c3ccccc3)CC2)S/C1=C\c1cn[nH]c1-c1ccccc1	10%[46.1 µM]	15%	3%	4%	16%	-4%	10%	0%	-17	?
CC(C)CC(=O)NNC(=S)Nc1ccc(S(N)(=O)=O)cc1	-8%	-2%	-5%	8%	0%	3%	8%	6%	7	1%
O=S(=O)(Nc1ccccn1)c1ccc(Br)cc1	-1%	1%	5%	-2%	-12%	-1%	-19%	-18%	1	-7%
CCOc1cc(/C=C2\C(=N)N3N=C(S(C)(=O)=O)SC3=NC2=O)ccc1OCCOc1cccc(OC)c1	-1%	11%	-3%	-13%	?	-7%	?	?	-9	-5%
O=C1c2ccccc2C(=O)N1CCCCN(C(=O)c1cccc([N+](=O)[O-])c1)c1ccc(Cl)cc1	-3%	4%	0%	1%	4%	-5%	-10%	15%[7.66 µM]	-1	-5%
CCN1CCN(S(=O)(=O)c2ccc(S(=O)(=O)NC3CC3)cc2)CC1	4%	3%	-3%	-4%	14%	0%	.	1%	-1	-1%
O=C(CCS(=O)(=O)c1ccc(Br)cc1)N1CCN(Cc2ccccc2)CC1	-7%	-4%	-7%	-2%	1%	2%	?	2%	-8	-4%
O=Cc1cc([N+](=O)[O-])ccc1N1CCOCC1	2%[46.1 µM]	.	-6%	1%	1%	-1%	1%	-1%	-3	-1%
O=C(Nc1ccc(Br)cc1Cl)NC1CC1	-1%	-6%	1%	-3%	-6%	1%	14%	4%	-6	-2%
CC(=O)Nc1ccc(S(=O)(=O)NCc2cc(=O)n(C)c(=O)n2C)cc1	-4%	1%	5%	-5%	10%	-9%	-2%	-22%	-2	3%
Cc1c(C(=O)OCC(=O)NCc2ccco2)oc2ccccc12	6%	.	4%	-1%	.	-1%	.	21%	11	-3%
O=C(Nc1ncc(Cc2ccccc2Cl)s1)c1ccc([N+](=O)[O-])cc1	-1%[46.1 µM]	-6%	-1%	9%	7%	3%	?	23%	-7	-4%
O=C(O)[C@H]1CCCC[C@H]1C(=O)Nc1ccc(Nc2ccccc2)cc1	-4%[46.1 µM]	2%	8%	2%	-1%	-3%	-6%	9%	13	-3%
COc1ccc(/C=N/NC(=O)C(=O)N2CCN(c3ccccc3OC)CC2)cc1	.	-4%	-2%	0%	-8%	-9%	3%	-3%	4	-4%
CCCCCN1CC(O)=C(c2nc3ccccc3[nH]2)C1=N	.	-3%	-28%	2%	-25%	8%	1%	14%	-8	-6%
Cc1ccc(/C=N/N=C2/NC(=O)C(CC(=O)Nc3ccccc3)S2)o1 (centres undefined)	3%	-6%	29%	-2%	5%	-4%	-4%	-17%	-3	-4%
CCOC(=O)c1ccc(-c2c(C(=O)OCC)oc3cc(O)c(CC)cc3c2=O)o1	-2%	17%	7%	-3%	-5%	-1%	59%[activator]	-20%	8	-3%
Additional results
SMILES	TCR act	MBNL1-CUG inh	Mito fusion act	A-T KAP1 phos	CXXC DNA block	ASM inhibitor	Menin-MLL TR inh	a7 integrin act	TSHR antag	TSG101-PTAP inh
COC(=O)C1CCN(Cc2ccc(OCCCN3CCN(c4ccc([N+](=O)[O-])cc4)CC3)cc2)CC1	-6%	7%	4%	-9%	-6%	-11%	-18%	-65%[inhibitor]	-15	-8%
CCN1C(=O)/C(=C\N(C(C)=O)c2ccccc2)OC1=S	-1%[46.1 µM]	?	0%	5%	4%	4%	?	-1%	15	-2%
O=C(CSc1nc2c(c(=O)[nH]1)CCC2)Nc1cccc(Cl)c1	-68%	-1%	-3%	1%	-11%	-1%	13%	1%	-8	1%
O=C(O)CN(c1cccc(C(F)(F)F)c1)S(=O)(=O)c1ccccc1	3%	-1%	5%	3%	2%	-2%	5%	13%	-5	1%
Cc1nnc2c3ccccc3c(-c3ccccc3)nn12	-68%	.	.	.	.	-1%	.	35%	.	-2%
O=C(CCCNS(=O)(=O)c1cccs1)N1CCc2ccccc2C1	.	1%	-2%	1%	2%	7%	1%	0%	2	-7%
CCOCCCNC(=O)c1ccc(OC)cc1	-4%	-4%	-4%	-3%	7%	5%	-29%	23%	1	-5%
CCOC(=O)/C=C/[C@H]1CCc2cccc(Cl)c2O1	1%	.	0%	36%	.	-8%	.	31%	36	-3%
COc1ccc(NC(=O)CCC(=O)c2cccs2)cc1S(=O)(=O)Nc1ccc(Cl)cc1	-5%[46.1 µM]	-15%	-14%	-5%	4%	-18%	-14%	?	-9	3%
O=S(=O)(NNc1ccc(F)cc1F)c1cccc(Cl)c1	7%	-5%	-13%	-4%	6%	-3%	?	?	-1	0%
C=CCNC(=O)C1CC(=O)N(c2ccc(OCC(=O)Nc3ccc(OC)cc3)cc2)C1 (centres undefined)	-4%	1%	-4%	0%	4%	0%	3%	-19%	6	-1%
COc1cccc(-c2noc(Cn3nc(C)c([N+](=O)[O-])c3C)n2)c1	4%	-3%	0%	2%	-1%	-5%	.	11%	0	1%
Clc1cccc(Cl)c1CO/N=C/c1c(-c2ccccc2)nc2n1CCS2	0%	-3%	0%	-8%	0%	-12%	.	15%	19	-7%
CC(=O)NS(=O)(=O)c1ccc(NC(=O)c2cc(-c3cccs3)nc3ccccc23)cc1	-4%[46.1 µM]	8%	-4%	8%	-6%	24%	0%	14%	1	-1%
CCC(C)(C(=O)NC1CCCCC1)N(C)C(=O)c1ccccn1 (centres undefined)	-3%	-10%	-2%	11%	2%	4%	-4%	-14%	8	-2%
CSC(=NC#N)N1CCN(c2c(C)cccc2C)CC1	-6%	1%	4%	7%	-13%	15%	0%	-3%	-6	-1%
Cc1cc(C[n+]2cc(Cl)ccc2N)c2ncccc2c1	-1%	-1%	-3%	1%	8%	-2%	.	0%	5	2%
CC(=O)Nc1ccc(NC(=O)COc2ccc(-c3ccccc3)cc2)cc1	-11%	-3%	-1%	7%	-4%	-3%	.	-7%	-1	-1%
O=S(=O)(Cc1ccccc1)C(CCCc1ccccc1)S(=O)(=O)Cc1ccccc1	2%	.	.	.	.	1%	.	-7%	.	-10%
O=C(COC(=O)C1CCN(c2ccc(C(F)(F)F)cn2)CC1)Nc1cc(F)ccc1F	-11%	.	-8%	2%	.	.	.	0%	2	0%
Cc1cc(NC(=O)CSCc2nc(-c3cccc(F)c3)oc2C)no1	6%	-1%	-5%	0%	-16%	-2%	-5%	1%	9	-3%
N#CC1=C(N)SC(N)=C(C#N)C1c1ccoc1	.	?	-2%	-18%	30%[activator]	.	1%	.	-4	.
Cn1c(=O)[nH]c(=O)c2c1nc(CN1CCOCC1)n2CCCc1ccccc1	0%	4%	3%	9%	4%	-1%	19%	-21%	-2	-2%
CC(C)(C)SCCNS(=O)(=O)c1ccc(C#N)cc1	2%	0%	2%	3%	2%	9%	.	-29%	-6	-3%
CC1(C)Oc2ccc(C(=O)N3CCCCC3)cc2N(CC(=O)NCc2ccccc2)C1=O	-1%	-8%	1%	2%	-2%	4%	-39%	-20%	-5	-4%

Screening results deposited in PubChem by National Center for Advancing Translational Sciences (NCATS).
